CendR NRP1 mod: NRP-1/CendR interaction modulation. 0.85% of 360,000 active. O14786. inhibition, % at 25 µM. FAM-RPARPAR peptide binding to NRP-1, fluorescence polarization;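 active means inhibition or corrected inhibition above about 18%, plus a signal ratio from 0.5 to 1.5, limit read from the data, passing the limit was not always enough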; further: strong numbers were not always called active
SKN-1 inh: C. elegans SKN-1 inhibition; AID 624304; C. elegans VP596 Pgst-4::GFP/RFP ratio, acrylamide-induced, 24 h; inhibition, % at 21.8 µM; 0.49% of 360,000 active;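 active means interference check ratio from 0.5 to 1.5 plus GFP to RFP signal ratio inhibition reaching or exceeding a fixed threshold, cut at about 30% in these data, passing the limit was not always enough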; further: some compounds called inactive have numbers as strong as hits
Rin1 Abl inh: blocks binding of human Rin1 to Abl; 0.4% of 360,000 active; P00519+Q13671; inhibition, % at 7.35 µM; AID 588664; TR-FRET Rin1/Abl binding, biochemical; in the data active means inhibition above about 5%, passing the limit was not always enough
FAS TE block: FAS thioesterase (human) inhibition; recombinant FAS-TE, OMFH fluorogenic substrate, fluorescence endpoint; P49327; inhibition, % at 15 µM; 0.67% of 360,000 active; AID 602261;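 active means compounds whose normalised, plate-corrected inhibition of enzyme fluorescence in the single-dose primary screen is 50% or more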;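 further: 0% = DMSO with enzyme and 100% = substrate without enzyme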
MT1-MMP act inh: MT1-MMP (human) activation inhibition; P50281; HT1080 RFP-PRO-GFP cells, GFP/RFP ratio fluorescence, overnight; percent of plate control window, DMSO zero; GFP/RFP ratio change, % at 20 µM; 0.061% of 360,000 active; AID 651647;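 active means GFP/RFP ratio change of at least 30% with cell ATP level not reduced by more than half and red fluorescence within 50% of control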; further: strong numbers were not always called active
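Assay system: HT1080 RFP-PRO-GFP cells | Dosing: 20 µM single dose, 1% DMSO | Incubation: Cells overnight before dosing, compound overnight, 37 °C, 5% CO2 | Evaluation: GFP/RFP fluorescence ratio | Control set: DMSO-only wells and HT1080 RFP-L50D-GFP cell wells as references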
bovine MsrA act: activators of bovine methionine sulfoxide reductase A | purified bovine MsrA, absorbance read-out | activation, % at 10.6 µM | 0.3% of 360,000 active; in the data active means activation above about 7.5%;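 further: 0% = vehicle and 100% = reference activator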
Neddylation inh: inhibitors of human cullin neddylation | TR-FRET cullin neddylation, biochemical | calls only at 25 µM | 0.58% of 360,000 active | AID 651699; in the data active means inhibition above about 36%
eLon inh: inhibits E. coli Lon protease; P0A9M0; purified E. coli Lon protease, fluorescence polarization; inhibition, % at 7.94 µM; 0.42% of 360,000 active; in the data active means inhibition above about 13%, passing the limit was not always enough;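 further: 0% = enzyme with probe and DMSO and 100% = no enzyme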
Target sequence (P0A9M0 whole entry, looked up): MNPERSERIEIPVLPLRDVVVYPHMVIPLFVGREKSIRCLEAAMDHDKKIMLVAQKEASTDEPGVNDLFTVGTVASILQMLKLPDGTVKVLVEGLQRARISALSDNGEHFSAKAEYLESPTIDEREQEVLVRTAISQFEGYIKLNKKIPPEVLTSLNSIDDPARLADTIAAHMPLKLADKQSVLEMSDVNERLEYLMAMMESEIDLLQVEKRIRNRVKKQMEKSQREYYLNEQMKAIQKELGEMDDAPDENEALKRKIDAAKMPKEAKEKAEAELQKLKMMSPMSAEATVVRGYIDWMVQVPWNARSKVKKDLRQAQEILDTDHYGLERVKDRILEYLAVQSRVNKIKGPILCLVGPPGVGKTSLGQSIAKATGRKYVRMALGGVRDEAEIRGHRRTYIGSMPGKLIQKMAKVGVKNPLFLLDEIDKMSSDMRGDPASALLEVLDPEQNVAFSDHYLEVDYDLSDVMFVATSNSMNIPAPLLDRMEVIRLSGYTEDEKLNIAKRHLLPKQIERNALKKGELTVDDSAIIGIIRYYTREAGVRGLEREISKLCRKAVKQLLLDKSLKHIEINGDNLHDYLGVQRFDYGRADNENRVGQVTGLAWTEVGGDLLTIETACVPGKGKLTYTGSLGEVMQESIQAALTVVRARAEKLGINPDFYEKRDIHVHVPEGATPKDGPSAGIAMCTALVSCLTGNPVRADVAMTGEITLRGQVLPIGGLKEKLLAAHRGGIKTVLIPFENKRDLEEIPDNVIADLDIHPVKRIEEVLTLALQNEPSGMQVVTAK
PABP1 MLLE inh: inhibitors of microRNA-mediated deadenylation, human PABP1 MLLE binding; GST-MLLE / FITC-PAM2 fluorescence polarization; inhibition, % at 20 µM; AID 588489; 0.36% of 360,000 active; P11940; in the data active means inhibition above about 35%, passing the limit was not always enough;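 further: plate controls were DMSO wells with GST-MLLE for no effect and wells lacking GST-MLLE protein for full effect; some results filed as inactive read as strong as hits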
* hit, by the source's call; i = inactive; · = no result given; & = joins results of further samples.

SMILES	CendR NRP1 mod	SKN-1 inh	Rin1 Abl inh	FAS TE block	MT1-MMP act inh	bovine MsrA act	Neddylation inh	eLon inh	PABP1 MLLE inh
COc1ccc(NC(=O)CN(C)CC(=O)Nc2ccc(C)c(S(=O)(=O)N3CCCCC3)c2)cc1	-0.7	-10.6	-1.0	12.0	3.3	0.7	i	7.0	-8.2
CSCC(=O)N1CCC(n2nccc2NC(=O)CCc2ccccc2)CC1	3.7	-4.9	2.6	-4.0	0.0	-0.5	i	-5.1	-5.0
Clc1ccc(-c2nc(NCCN3CCOCC3)c3ccccc3n2)cc1	-35.5	-6.3	0.9	16.3	-3.0	-1.5	i	-1.1	-12.0
CC(=O)c1c(C)[nH]c(C(=O)CSc2nc3ccccc3c(=O)n2CCCN2CCOCC2)c1C	-3.7	-3.1	-0.8	-7.0	-1.6	3.1	i	-3.8	-5.7
Cn1c(N)c(C(=O)CSc2nnc(-c3c[nH]c4ccccc34)n2C2CC2)c(=O)[nH]c1=O	-4.8	2.9	-0.2	-4.9	1.1	-0.1	i	5.6	-49.1
CCOC(=O)Cn1c(=NC(=O)c2sc3ccccc3c2Cl)sc2cc(S(N)(=O)=O)ccc21	-26.2	6.6	-7.5	-1.2	-1.9	-4.5	·	-6.7	-1.4
CN(c1ccc(F)cc1)S(=O)(=O)c1ccc(Cl)c(C(=O)NCC2CCCO2)c1 (centres undefined)	-3.2	-8.9	8.0	-3.1	-0.9	-2.1	i	9.2	13.8
NC(=O)C1CCN(C(=O)c2cc3n(n2)C(C(F)(F)F)CC(c2ccco2)N3)CC1 (centres undefined)	-11.5	-11.6	-3.8	-6.9	6.9	-3.8	i	-8.0	5.5
Cc1ccnc(NS(=O)(=O)c2ccc(NC(=O)c3ccc(C)o3)cc2)n1	10.6	5.1	-4.7	-6.7	-3.8	-3.2	i	1.4	3.0
Cc1nn(C)cc1C1Nc2ccccc2C(=O)N1O (centres undefined)	6.7	-22.7	-2.9	-6.7	3.6	6.5	i	-4.7	14.0
CC(=O)N1CCc2c(sc(NC(=O)C3CCCN3S(=O)(=O)c3cccs3)c2C#N)C1 (centres undefined)	-4.0	-19.2	1.7	-2.5	-2.9	-2.3	i	-18.3	4.9
O=C(O)CC(c1cccc2ccccc12)N1Cc2ccccc2C1=O (centres undefined)	-10.3	7.4	-0.9	-2.1	-3.6	-3.1	i	5.6	-5.3

The final two records of the section before come first, to join the parts.
SMILES	CendR NRP1 mod	SKN-1 inh	Rin1 Abl inh	FAS TE block	MT1-MMP act inh	bovine MsrA act	Neddylation inh	eLon inh	PABP1 MLLE inh
CC(=O)N1CCc2c(sc(NC(=O)C3CCCN3S(=O)(=O)c3cccs3)c2C#N)C1 (centres undefined)	-4.0	-19.2	1.7	-2.5	-2.9	-2.3	i	-18.3	4.9
O=C(O)CC(c1cccc2ccccc12)N1Cc2ccccc2C1=O (centres undefined)	-10.3	7.4	-0.9	-2.1	-3.6	-3.1	i	5.6	-5.3
COc1ccc(N(C)S(=O)(=O)c2ccc3c(c2)CCN3C(=O)C2CC2)c(OC)c1	10.2	1.3	4.2	8.2	·	-0.7	i	-10.9	-9.6
CC1CN(c2ccc([N+](=O)[O-])cc2C(=O)N2CCOCC2)CC(C)N1 (centres undefined)	9.8	7.8	-3.9	-4.9	2.3	-4.1	i	2.9	4.4
Cc1ccccc1-c1cc2nc(NCCOc3ccccc3)n(C)c(=O)c2s1	1.9	17.5	-2.6	3.6	-1.9	4.0	i	1.5	-3.6
CN(Cc1ccccc1)C(=O)COC(=O)c1c[nH]c2ccccc12	-1.2	22.5	-4.8	-5.9	4.8	-5.3	i	-14.2	2.8
CC(=O)n1c2ccccc2c2ccccc21	-3.7	22.5	4.1	7.7	4.3	-7.2	i	3.4	1.9
O=C(Cc1cccs1)N1CCC(c2nc3c(nnn3Cc3ccccc3Cl)c(=O)[nH]2)CC1	0.0	-6.1	6.8	4.0	-3.1	-9.7	i	5.6	2.9
CCC(=O)c1ccc(OCCN2CCOCC2)cc1	2.1	16.2	5.3	-4.8	0.5	-10.7	i	1.2	0.5
O=C(CCc1nnc2ccc(NCc3ccco3)nn12)Nc1ccc(F)cc1	-8.3	-0.9	1.5	-0.5	-1.5	0.3	i	0.0	-1.2
Cc1ccc(Nc2nc(=O)c3cccnc3s2)cc1	-5.2	-4.5	-4.5	-3.0	-2.7	0.0	i	-2.3	-1.0
CCC(c1nnc(SCC(=O)Nc2cc(S(C)(=O)=O)ccc2Cl)n1Cc1ccccc1)N(C)C (centres undefined)	7.5	2.0	-0.3	-4.0	-0.2	-2.5	i	-2.6	0.2
Cc1cnc(NC(=O)COc2ccccc2)s1	0.3	-5.8	5.3	-4.7	15.8	-8.7	i	-3.0	10.3
Cc1cccc(NC(=O)CN2CCN(CC(=O)NCc3ccc(Cl)cc3Cl)CC2)c1C	3.9	-7.9	3.3	3.9	11.1	-2.9	i	-1.4	4.1

Ordered by SMILES length (ascending): some entries from above
SMILES	CendR NRP1 mod	SKN-1 inh	Rin1 Abl inh	FAS TE block	MT1-MMP act inh	bovine MsrA act	Neddylation inh	eLon inh	PABP1 MLLE inh
Cc1cnc(NC(=O)COc2ccccc2)s1	0.3	-5.8	5.3	-4.7	15.8	-8.7	i	-3.0	10.3
CC1CN(c2ccc([N+](=O)[O-])cc2C(=O)N2CCOCC2)CC(C)N1 (centres undefined)	9.8	7.8	-3.9	-4.9	2.3	-4.1	i	2.9	4.4
O=C(Cc1cccs1)N1CCC(c2nc3c(nnn3Cc3ccccc3Cl)c(=O)[nH]2)CC1	0.0	-6.1	6.8	4.0	-3.1	-9.7	i	5.6	2.9

Later entries:
SMILES	CendR NRP1 mod	SKN-1 inh	Rin1 Abl inh	FAS TE block	MT1-MMP act inh	bovine MsrA act	Neddylation inh	eLon inh	PABP1 MLLE inh
COC(=O)COc1ccc(NC(=O)Cn2nc(-c3ccccc3)c3ccccc3c2=O)cc1	-32.1	-1.9	0.0	-4.3	1.7	-12.0	i	-4.6	-6.8
COc1ccccc1NC(=O)COC(=O)c1ccc(N2CCCC2=O)cc1	11.9	4.4	4.2	-1.3	-1.5	-3.1	i	3.0	3.9
CN1CCC(=O)N([C@H](CO)c2ccccc2)CC1	17.4	-5.2	0.4	-8.6	0.9	-4.0	i	-8.9	-6.4
O=C(Nc1ccc(F)c(Cl)c1)C1CCCC1	-4.7	6.2	-0.8	-0.6	-1.2	-2.3	i	-3.9	7.3
CC(C)NS(=O)(=O)c1ccc(OCC(=O)Nc2ccccc2F)cc1	-10.6	4.0	4.4	12.9	0.4	-2.9	i	0.0	5.7
Cc1ccc(NS(=O)(=O)c2ccc3c(c2)oc(=O)n3C)c(C)c1	-12.7	-15.5	-1.8	0.8	-3.3	-8.1	i	-2.4	-10.9
CC(C(=O)Nc1nccs1)c1ccc([N+](=O)[O-])cc1 (centres undefined)	-6.6	0.8	1.9	-1.5	-0.9	-3.0	i	3.2	-10.3
O=C(NCc1ccc(F)cc1)Nc1ccc(Cl)cc1	0.0	1.0	3.0	2.6	6.2	-5.0	i	3.8	3.5
O=c1cc(C(F)(F)F)oc2c1ccc1ccccc12	-1.1	20.2	1.1	-0.8	-0.6	-3.7	·	1.0	6.3
COC1=CC(=NCl)C=CC1=NCl	54.3*	18.2	-1.4	-7.2	8.1	0.0	i	44.6*	41.5*
CCCOc1ccc(-c2nnn(CC(=O)Nc3cccc(C(=O)OC)c3)n2)cc1	-16.5	26.5	-0.3	-8.4	-4.8	-1.1	i	-3.3	5.8
COc1ccc(N2C(=O)c3ccccc3NC2c2ccc(OC)c(CSc3ccccn3)c2)cc1 (centres undefined)	4.2	-13.3	-45.9	-0.2	1.2	-5.4	i	-1.6	23.1
COCCNC(=S)NNC(=O)c1cc(C2CC2)nc2ccccc12	-1.2	4.2	-2.2	-2.3	-1.9	-2.1	i	-2.8	11.1
COc1ccc(NC(=S)Nc2ccccc2)cc1	13.3&-13.1	8.9&-1.8	-0.8&0.1	-0.5&-3.9	1.9&-1.4	-2.6&-2.2	i	-8.3&-1.2	13.6&23.9
CC1(C)Cc2cccc(C(=O)Nc3ccncc3)c2O1	1.8	-16.2	1.8	-4.4	-2.7	-2.8	i	0.1	-15.2
CSCCC(C(=O)NC1=NCCS1)N1C(=O)c2ccccc2C1=O (centres undefined)	6.9	3.5	0.6	-7.1	-5.0	-3.7	i	-2.3	-0.4
COc1ccc(C(=O)CSc2nnc(CN3CCCCC3)n2-c2ccc(Cl)cc2)cc1OC	-22.6	20.8	-3.4	3.7	-6.7	-1.7	i	1.5	-48.7
CCn1c(C)nc2cc(C(=O)N/N=C/c3ccc(N4CCOCC4)cc3)ccc21	-26.1	-4.5	-5.1	-4.0	3.4	-6.0	i	-20.1	-25.0
COc1cccc2oc(CCc3ccccc3)cc(=O)c12	-7.6	8.9	0.0	-5.1	4.0	-7.2	·	-2.5	-6.3
Cc1c(NC(=O)c2cc(-c3ccc(Cl)s3)nc3ccccc23)c(=O)n(-c2ccccc2)n1C	2.9	16.1	-0.1	7.0	7.0	-6.8	i	0.4	8.8
COc1ccc(NS(=O)(=O)c2cc(NC(=O)c3nc4nc(C)cc(C)n4n3)ccc2C)cc1	-6.5	-11.1	1.6	2.6	-1.5	-4.8	i	-0.8	-9.8
O=C(O)CCC(=O)Nc1ccc(N2CCCCCC2)cc1	0.9	-10.9	-0.7	-10.8	-0.4	-19.4	i	5.6	20.5
COc1cccc(NC(=S)NC(=O)c2cccnc2)c1	-8.8	4.7	4.0	-4.8	-0.1	3.9	i	2.0	37.7
CCn1cc(S(=O)(=O)NC(C)c2cc(OC)ccc2OC)cn1 (centres undefined)	18.0	-0.3	1.7	-6.0	-1.6	-0.3	i	-7.7	-1.8
CCN(CC)c1ccc(/C=C(\C#N)C(=O)NCc2ccccc2)cc1	-31.9	5.5	-3.5	8.9	-57.1	-1.5	i	-177.6	-52.2
CC(C)[C@H](NC(=O)OCc1ccccc1)C(=O)NC(C=O)Cc1ccccc1 (some centres undefined)	-0.8	2.0	-0.1	1.4	3.9	1.9	i	55.5*	-10.5
CC(=O)Nc1ccc(S(=O)(=O)NNC(=O)C2CCCCC2)cc1	9.9	17.6	-0.4	-4.6	0.5	-4.6	i	2.0	2.9
CCOC(=O)N1CCN(c2ccc(C(=O)c3cccc(F)c3)cc2)CC1	-13.9	10.4	-0.8	13.0	-12.0	-2.2	i	-3.9	-0.3
COc1cccc(/C=N/n2c(COc3ccccc3)n[nH]c2=S)c1	2.8	-8.6	-1.9	1.8	-0.1	2.8	i	-0.1	-63.3
NS(=O)(=O)c1ccc(NC(=O)COC(=O)c2ccc(S(=O)(=O)N3CCOCC3)cc2)cc1	-4.0	2.4	3.4	-5.2	0.0	-0.4	i	0.9	3.8
Nc1nc(N2CCCCC2)nc(N(c2ccccc2)c2ccccc2)n1	1.2	4.0	2.2	11.1	0.5	-2.3	i	-0.4	-0.6
Cc1ccc(Cn2c(=O)c3c(nc4n3CCN4Cc3ccco3)n(C)c2=O)cc1	3.4	-7.6	-0.1	5.2	-0.3	-8.7	i	-1.4	6.2
CC(C)(C)NCc1cc(Br)ccc1OC1CCCC1	-1.9	-3.8	2.8	-5.8	-1.6	-6.3	i	0.3	2.2
Clc1ccc(SCCOCCN2CCCCC2)cc1	15.2	-0.4	-1.6	-8.1	-4.0	-5.1	i	0.4	3.9
CC(Sc1cccc2cccc(C(=O)O)c12)C(=O)O (centres undefined)	8.4	-28.5	-1.5	-14.2	-3.7	-10.4	i	-12.0	2.5
CSc1ccc(Cl)c(C(=O)N2CCOc3ccccc32)c1	-5.2	14.7	-4.2	14.0	0.1	-1.2	i	-3.5	2.7
CCOC(=O)c1cccc(NC(=O)c2ccc(NC(=O)c3ccco3)cc2)c1	7.9	-2.6	-3.1	2.3	3.0	-5.3	i	-6.1	-1.8
COc1ccccc1NC(=O)C(C)OC(=O)CCNS(=O)(=O)c1ccc(C)c(C)c1 (centres undefined)	0.2	-3.1	-1.7	2.0	-2.8	-1.1	i	-13.7	-6.4

Source: PubChem BioAssay (several laboratories)
